Screening results from PubChem BioAssay.
PKM2 activator: qHTS Assay for Activators of Human Muscle isoform 2 Pyruvate Kinase; purified PKM2, Kinase-Glo ATP luminescence, activation; response scale: 0% is enzyme alone, no compound; 260,000 tested, 0.34% active; Potency, µM (top dose mostly 57.5 µM), without a hit: at the highest dose activation, hits mostly activators; note: potency is the fitted concentration of half-maximal effect; % is set by controls: 0 for no effect and ±100 for the full control effect; nearly all actives have a fitted effect of over 55% in size
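hPK-M2, >95% pure; 0.1 mM ADP / 0.5 mM PEP final; imidazole pH7.2 buffer w/ 7 mM MgCl2, 50 mM KCl; 1 h RT; Kinase-Glo lum. Intermediate enzyme activity for dual inhibitor/activator qHTS.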
B2AR arrestin: qHTS assay of beta-arrestin-biased ligands of beta2-adrenergic receptor; 330,000 tested, 0.02% active; beta-arrestin recruitment to beta2AR, cell-based reporter; Potency, µM (series often up to 46.1 µM), for inactives: top-dose activation, hits mostly activators;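 note: potency is the fitted concentration of half-maximal effect; 0% = DMSO controls and full agonism = EC100 isoproterenol or metaproterenol; nearly all actives have a fitted effect of over 65% in size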
Target sequence (P07550 whole entry, looked up): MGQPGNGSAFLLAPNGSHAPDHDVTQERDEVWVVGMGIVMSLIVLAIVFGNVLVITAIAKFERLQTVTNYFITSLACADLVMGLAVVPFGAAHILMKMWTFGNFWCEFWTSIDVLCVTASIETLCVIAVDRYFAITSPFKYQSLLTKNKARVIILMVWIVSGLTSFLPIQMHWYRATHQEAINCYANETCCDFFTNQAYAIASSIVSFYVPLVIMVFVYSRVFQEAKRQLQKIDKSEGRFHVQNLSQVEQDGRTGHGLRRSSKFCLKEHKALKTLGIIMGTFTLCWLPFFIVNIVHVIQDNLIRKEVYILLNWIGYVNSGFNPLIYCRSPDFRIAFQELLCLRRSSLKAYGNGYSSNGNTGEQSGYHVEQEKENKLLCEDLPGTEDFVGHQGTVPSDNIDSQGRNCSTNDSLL
FBPA coupling cs: qHTS Assay for Inhibitors of Fructose-1,6-bisphosphate Aldolase from Giardia Lamblia: Coupling assay counterscreen; coupling enzyme system counterscreen, AmpLite Red fluorescence; activity change, negative = inhibition, % at 58.2 µM, hits read low; 290,000 tested, 0.67% active; AID 2472, 2010; in the data active = activity change below about -30%; note: % is set by controls: 0 for no effect and ±100 for the full control effect
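Counterscreen of the coupled detection system alone, without aldolase: glyceraldehyde-3-phosphate coupling enzymes plus AmpLite Red readout. Compounds at 57.5 uM final, 10 min RT preincubation, 20 min RT reaction, fluorescence 525/598 nm.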
Menin-MLL TR inh: qHTS Assay for Inhibitors Targeting the Menin-MLL Interaction in MLL Related Leukemias: Competition With Texas Red Labeled MLL-derived Mutant Peptide | O00255 | Menin + Texas Red MLL mutant peptide, fluorescence polarization | Potency, µM (doses to about 61.6 µM), for inactives: top-dose FP activity change, negative = inhibition, most hits filed as inhibitors | 270,000 tested, 0.23% active | AID 1768, 2009; active = well fitted inhibition curve with a large enough effect in the polarisation, with a control signal flat, not every such curve was filed as active; inconclusive = small, poorly fitted or top-dose-only effect, or effect the other way, or a change in a side signal; inactive = no such curve, though single readings can be large or run the other way; the % refers to the polarisation; note: potency is the fitted concentration of half-maximal effect; % of control where 0% means no effect; many of its hits are not listed in these tables
Target sequence (O00255 whole entry, looked up): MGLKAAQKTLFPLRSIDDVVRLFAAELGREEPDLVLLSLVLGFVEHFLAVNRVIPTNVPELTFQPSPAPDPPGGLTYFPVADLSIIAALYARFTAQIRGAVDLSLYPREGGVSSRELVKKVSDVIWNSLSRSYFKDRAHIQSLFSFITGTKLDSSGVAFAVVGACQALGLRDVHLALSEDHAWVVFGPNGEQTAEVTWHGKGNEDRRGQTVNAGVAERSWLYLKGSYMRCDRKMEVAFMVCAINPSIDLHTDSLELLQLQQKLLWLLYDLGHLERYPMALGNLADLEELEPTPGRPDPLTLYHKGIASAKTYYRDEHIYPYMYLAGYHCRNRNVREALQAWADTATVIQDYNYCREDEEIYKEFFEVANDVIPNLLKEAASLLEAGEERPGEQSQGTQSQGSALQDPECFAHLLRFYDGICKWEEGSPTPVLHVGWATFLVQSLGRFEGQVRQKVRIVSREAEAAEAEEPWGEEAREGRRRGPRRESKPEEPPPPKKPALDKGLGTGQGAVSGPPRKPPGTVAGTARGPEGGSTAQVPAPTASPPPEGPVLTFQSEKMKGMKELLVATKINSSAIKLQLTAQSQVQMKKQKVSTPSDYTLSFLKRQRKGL
USP2a block: qHTS Assay for Inhibitors of Ubiquitin-specific Protease USP2a Using CHOP2 as the Reporter; Ubiquitin carboxyl-terminal hydrolase 2 (Homo sapiens), O75604; USP2 core, Ub-CHOP2 coupled fluorogenic reporter, 485/531; Potency, µM (series often up to 38.3 µM), for inactives: at the top dose activity change, negative = inhibition, most hits filed as inhibitors; 330,000 tested, 0.01% active; AID 463254, 2010;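 note: potency is the fitted concentration of half-maximal effect; plate controls were DMSO wells for no effect and full inhibition by NEM control for full effect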
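Deubiquitinase activity read as fluorescence (485/531 nm) after Ub-CHOP2 cleavage activates the enterokinase reporter on its substrate; USP2 core 10nM, Ub-CHOP2 and substrate 25nM each, 30min compound preincubation then 60min RT; data normalized to NEM, curves fitted.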
KCNH2 3.1 inh: qHTS for Inhibitors of KCHN2 3.1: Mutant qHTS; Potassium voltage-gated channel subfamily H member 2, brain isoform KCNH2 3.1 (human); U2OS KCNH2 3.1, thallium flux FluxOr; active compounds read low; activity change, % (tested at about 1.8 µM); 340,000 tested, 0.95% active; AID 720553, 2013;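 active = maximum activity change below -70%; inconclusive = maximum activity change from -70% to -50%; inactive = maximum activity change above -50%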;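 note: thallium influx rate constant from kinetic fluorescence after stimulation buffer; % is set by controls: 0 for no effect and ±100 for the full control effect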
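We transduce U2OS cells with the mutant 3.1 virus, culture them overnight, load FluxOr with Red40 quencher for 45 min, then add stimulation buffer and read kinetically for 2 min to derive a normalized rate constant.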
MLL CXXC-DNA inh: qHTS Fluorescence Polarization Assay for Inhibitors of MLL CXXC domain - DNA interaction; MLL-CXXC / FITC-HOXA9 DNA fluorescence polarization; AID 2662, 2010; Histone-lysine N-methyltransferase 2A (Homo sapiens), Q03164; Potency, µM (highest dose often 115 µM), without a hit: top-dose activity change, negative = inhibition, usual class: inhibitors; 290,000 tested, 0.037% active; active = well fitted inhibition curve with a large enough effect in the polarisation, with a control signal flat, not every such curve was filed as active; inconclusive = small, poorly fitted or top-dose-only effect, or effect the other way, or a change in a side signal; inactive = no such curve, though single readings can be large or run the other way; the % refers to the polarisation; note: potency is the fitted concentration of half-maximal effect
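Steps: dispense CXXC domain solution (7 uM) → pin compounds or unlabeled HOX-A9 DNA control → 5 min ambient → add FLSN-HOX-A9 solution (50 nM) → spin → 30 min ambient → fluorescence polarization. Tris pH 7.5/NaCl/DTT/BSA buffer.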
TRPV1 ag: HTS Assay for Compounds that Act as Agonists of the Vanilloid Receptor 1. 320,000 tested, 0.19% active. activation, % at 8.33 µM. Transient receptor potential cation channel subfamily V member 1 (Homo sapiens), Q8NER1. TRPV1-expressing cells, Fluo-8 calcium influx, agonist mode; in the data active = activation above about 80%; inconclusive = between about 30% and that limit; note: 0% is about no effect
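Cells expressing TRPV1 were dye-loaded with Fluo-8 and read kinetically: 10 s baseline, 3 min after compound (agonist portion), then 2 min after EC20 capsaicin (allosteric enhancer portion). Calcium-bound dye fluorescence at 480/520 nm.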
Giardia kill: Small Molecules that selectively kill Giardia lamblia: qHTS; Giardia lamblia trophozoite viability; activity change, % at 7.66 µM, hits read low; 340,000 tested, 0.15% active; AID 540267, 2011; in the data active = activity change below about -80%; inconclusive = between about -30% and that limit;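 note: parasites exposed to compound for two days anaerobically before the ATP read; % is set by controls: 0 for no effect and ±100 for the full control effect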
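Trophozoite viability was measured as ATP-dependent luminescence, read 15-30 min after reagent addition. Before that, parasites at 100 cells/well were exposed to compounds for 48 h, anaerobically, at 37 deg C.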
GALK inhibitor: qHTS Assay for Inhibitors of Human Galactokinase (GALK); Purified GALK, Kinase-Glo residual ATP luminescence; P51570; AID 1868, 2009; 270,000 tested, 0.007% active; Potency, µM (titrated, usually from 57.5 µM), for inactives: top-dose activity change, negative = inhibition, actives largely listed as inhibitors; note: potency is the fitted concentration of half-maximal effect; % is set by controls: 0 for no effect and ±100 for the full control effect
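Luminescence from leftover ATP (Ultra-Glo luciferase/luciferin) served as read-out after a 1 h room-temperature reaction of 5 nM GALK with 35 uM ATP and 100 uM galactose.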
KCNH2 WT inh: qHTS for Inhibitors of KCHN2 3.1: Wildtype qHTS | U2OS, BacMam KCNH2, thallium flux FluxOr; active compounds read low | 340,000 tested, 0.37% active | AID 720551, 2013 | Voltage-gated inwardly rectifying potassium channel KCNH2 (Homo sapiens), Q12809 | activity change, % at 1.84 µM;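 active = maximum activity change below -70%; inconclusive = maximum activity change between -70% and -50%; inactive = maximum activity change above -50%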; note: % is set by controls: 0 for no effect and ±100 for the full control effect
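U2OS cells were transduced with wild-type KCNH2 virus (2.03 x 10^8 / mL) for 4 h at room temperature, then cultured overnight at 37 C. Thallium flux was read with FluxOr dye. Rate constants were normalized to DMSO controls.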
An asterisk follows results filed as active; i = inactive; ? = inconclusive; nt = not tested or not shown; [ ] = another dose, or the depositor's remark. Unless noted, calls come from the whole dose curve; as a rule, active = well fitted curve in the direction sought with a large enough effect; inconclusive = small, poorly fitted or top-dose-only effect, or another doubt; inactive = no such curve, though single readings can be large; an effect the other way counts as inactive or inconclusive.

SMILES	PKM2 activator	B2AR arrestin	FBPA coupling cs	Menin-MLL TR inh	USP2a block	KCNH2 3.1 inh	MLL CXXC-DNA inh	TRPV1 ag	Giardia kill	GALK inhibitor	KCNH2 WT inh
N#Cc1ccc2ccn(CC(=O)NC3CCCCC3)c2c1	-1%	-1.2%	0	3%	-1%	14	-8%	4	1	0%	5
COc1cc(/C=N/NC(=O)c2cnccn2)ccc1O	2%	-0.4%	0	1%	4%	3	-5%	0	22	-1%	4
Cc1ccnc(N2CCC(C(=O)Nc3ccc4c(c3)OCO4)CC2)n1	-1%	-0.1%	1	21%	3%	12	10%	6	2	-3%	-7
COc1ccccc1-c1nnc(SCC(=O)N2CCOCC2)n1-c1ccccc1	0%	-1.0%	-1	-19%	3%	10	11%	9	-3	3%	-19
c1ccc(CCn2nnnc2C(c2cccs2)N2CCN(Cc3ccc4c(c3)OCO4)CC2)cc1 (stereo unspecified)	0%	0.1%	0	-16%	-3%	-10	17%	11	-3	-3%	7
C/C(=N\Nc1ccc(Cl)c(C(=O)O)c1)c1ccc(Br)s1	nt	0.5%	-1	?	4%	5	-8%	1	5	-12%	10
CC(=O)Nc1ccc(NC(=O)CSc2ncc(C(=O)Nc3ccc(F)cc3)c(=O)n2C)cc1	nt	-1.0%	nt	nt	0%	-1	nt	0	-10	nt	4
COCCN(C(=O)CSc1ncccn1)c1c(N)n(Cc2ccccc2)c(=O)[nH]c1=O	nt	-0.5%	nt	nt	0%	2	nt	-2	-3	nt	-9
C[C@@H](NC(=O)[C@@H]1Cc2ccccc2CN1C(=O)OC(C)(C)C)C(=O)NC1CCCCC1	nt	0.5%	nt	nt	3%	8	20%	6	0	-5%	-2
CCOc1ccc(/C=C/C(=O)c2ccc(-c3ccccc3)cc2)cc1	-18%	-0.3%	-2	-8%	3%	-12	26%	-12	14	nt	15
COc1ccc(C(=O)n2cnc(N)n2)cc1	-9%	0.4%	-2	10%	2%	-3	185%[activator]	-4	-8	-4%	-13
CCOC(=O)c1c(NC(=O)N/N=C/c2ccc(O)c(OC)c2)sc(C(C)=O)c1C	-7%	0.0%	-6	nt	3%	nt	?	2	nt	1%	nt
CC(NC(=O)c1ccc(S(C)(=O)=O)cc1)c1cccc2ccccc12 (stereo unspecified)	1%	-0.2%	2	-4%	0%	-15	17%	?	-9	2%	1
O=C(COC(=O)c1ccc(S(=O)(=O)Nc2ccccc2)cc1)NCCC1=CCCCC1	-6%	-0.8%	13	7%	-2%	-5	8%	0	12	1%	-3
Cc1ccc(NC(=O)C2(S(=O)(=O)c3ccc(C)cc3)CC2)cc1	-3%	0.0%	1	15%	-1%	-12	6%	0	14	-3%	4
CCSc1cnn(-c2ccccc2)c(=O)c1SCC	0%	-0.7%	4	3%	0%	16	3%	9	-8	1%	6
N#Cc1c(NC(=O)COC(=O)C2CC3C=CC2C3)oc(-c2ccccc2)c1-c1ccccc1 (stereo unspecified)	-13%	-0.1%	3	?	-1%	7	-5%	?	-6	1%	10
CC(=O)Nc1cc[n+](CC(=O)c2ccc(Cl)cc2)cc1	-3%	-0.5%	0	nt	?	-16	-8%	-2	7	5%	-5
O=C1C(=O)N(CCN2CCOCC2)C(c2ccccn2)/C1=C(/O)c1ccc(F)cc1 (stereo unspecified)	-2%	0.3%	-22	-6%	2%	3	5%	0	6	2%	-11
CCn1c(SCc2nc3ccccc3[nH]2)nnc1-c1ccccc1OC	2%	-0.5%	-5	-8%	-3%	-1	-11%	-3	-3	1%	2
CCC(C)NS(=O)(=O)c1ccc(NC(=O)C2CCN(C(=O)c3ccco3)CC2)cc1 (stereo unspecified)	-1%	-0.1%	3	10%	-1%	7	-2%	0	-10	9%	-40
Cc1ccc(NC(=O)CN(C)C(=O)c2ccc(-n3cncn3)c([N+](=O)[O-])c2)cc1	nt	-0.3%	nt	nt	0%	-43	nt	0	6	nt	5
Cn1ccnc1SCC(=O)Nc1cc(S(=O)(=O)N2CCOCC2)ccc1Cl	7%	-0.2%	-2	-12%	0%	-5	8%	0	9	0%	-4
CCC1Nc2ncnc(N3CCN(c4ccccc4)CC3)c2N(Cc2ccc(C)cc2)C1=O (stereo unspecified)	nt	0.0%	nt	nt	4%	-16	nt	?	2	nt	-17
COC(=O)c1ccc2c(C)c(C3(O)CCCCC3)[nH]c2c1	nt	-0.2%	nt	nt	0%	-20	nt	nt	-2	nt	3
COCCOC(=O)c1c(NC(=O)CNc2ccc(C)c(F)c2)sc(C(N)=O)c1C	-1%	0.1%	3	nt	8%	17	-3%	nt	0	-2%	9
Cc1cc(C(=O)NN)c2cc(Br)ccc2n1	-5%	0.6%	2	4%	-1%	-19	1%	4	4	2%	-2
CC(C)[C@H](NC(=O)[C@@H]1Cc2ccccc2CN1C(=O)OC(C)(C)C)C(=O)NC1CCCC1	nt	0.0%	nt	nt	4%	-19	37%[activator]	2	29	-9%	-7
Clc1ccc(Cn2ncc3c(NCc4ccccc4)ncnc32)c(Cl)c1	0%	-0.8%	-1	12%	0%	nt	2%	1	nt	nt	nt
CCC(=O)Nc1cccc(NC(=S)NC(=O)c2ccc(Cl)cc2)c1	5%	0.0%	2	21%	3%	5	5%	5	-12	2%	-6
Cc1ccc(C(=O)NCC(=O)O)s1	0%	0.0%	1	18%	0%	-2	30%[activator]	0	-15	9%	-6
COc1ccc(-c2noc(CCC(=O)N3CCC(c4cc(C)ccc4C)CC3)n2)cc1	nt	-0.4%	nt	nt	1%	-15	nt	nt	-1	nt	5
O=C(Nc1cc(S(=O)(=O)N2CCOCC2)ccc1N1CCOCC1)c1ccc([N+](=O)[O-])s1	nt	0.0%	nt	nt	6%	8	nt	nt	-89*	nt	-4
Cc1cccc(C(=O)NC(=S)Nc2ccc(N3CCOCC3)cc2)c1	-5%	-0.2%	-2	-8%	1%	2	-2%	4	-18	-4%	-5
COc1ccc(NC(=O)c2cnc3sccn3c2=O)cc1	-2%	-0.3%	4	23%	2%	-2	-2%	-1	-18	0%	3
Cc1ccc(C(=O)OCC(=O)Nc2ccc(F)c(Cl)c2)o1	nt	0.2%	nt	nt	1%	-16	nt	12	9	nt	-12
CC(=O)N1N=C(N)SC1c1cccc([N+](=O)[O-])c1 (stereo unspecified)	4%	-1.8%	-1	-4%	2%	1	3%	2	-7	nt	-7
C(=C\c1ccccc1)/C=N/Nc1nc2ccccc2[nH]1	-20%	-0.3%	1	37%[activator]	1%	-22	24%	-3	-2	0%	-1
CC(=O)N/C(=C\c1ccc(F)cc1)C(=O)NC(C(=O)O)C(C)C (stereo unspecified)	14%	-0.9%	-1	8%	2%	-13	-26%	0	16	-1%	-4
CCOC(=O)c1sc(NC(=O)c2cccs2)nc1C	1%	-0.2%	1	-6%	2%	13	19%	7	?	0%	-2
Cc1ccc(CSCC(=O)NCCCN2CCOCC2)cc1	0%	4.5%	3	-1%	2%	-36	-4%	-3	16	3%	nt
COc1ccc(CN(C)Cc2c(O)ccc3cc(Br)ccc23)cc1OC	2%	0.2%	0	?	-3%	?	-1%	?	-16	15%	2
CCNC(=O)n1cc(-n2cncn2)c(-c2ccccc2)n1	3%	-0.1%	-1	-1%	2%	-11	2%	0	0	1%	i
CC(c1cccs1)N(Cc1ccco1)C(=O)Nc1ccc(Cl)c(Cl)c1 (stereo unspecified)	-6%	0.5%	0	13%	-1%	-12	-6%	?	-3	0%	-2
Clc1ccc(Cn2ncc3c(NCc4ccco4)ncnc32)c(Cl)c1	-8%	0.2%	-4	31%[activator]	-1%	nt	5%	18	-7	0%	-5
CCCc1ccc2oc(C(=O)N3CCN(C4CCS(=O)(=O)C4)CC3)c(C)c2c1 (stereo unspecified)	nt	0.5%	nt	nt	-1%	3	32%[activator]	7	-3	2%	0
COc1ccccc1CNC(=O)Cn1cnnn1	nt	-0.3%	5	-14%	0%	-1	0%	-7	-12	3%	3
CN(C)CCCOC(=O)c1sc2ccccc2c1Cl	4%	0.3%	1	-7%	0%	-9	-9%	9	-29	1%	29
Cc1ccc(NC(=O)c2ccccc2Cl)c(Cl)c1	0%	0.1%	1	-6%	2%	5	16%	2	-1	-2%	-3
COc1ccccc1OCC(=O)Nc1ncc(C)s1	nt	0.5%	nt	nt	4%	6	nt	7	-27	nt	-19

Only part of the results is shown; the hit share may differ from the screen's.
